Shn3 3UTR inh = reduces Shn3 3'UTR luciferase signal in osteoblasts. hit rate 0.52% among 360,000. AID 588674. inhibition, % at 12.5 µM. Clone20 osteoblast Shn3 3'UTR firefly luciferase, 24 h;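 active = mean inhibition of at least 75% with every replicate also reaching 75%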;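 also: 0% = median of neutral control wells and 100% = pilot-screen positive control compound; some compounds past the cut are filed as inactive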
TWEAK-Fn14 inh = TWEAK-Fn14 signaling inhibition. TWEAK-stimulated Fn14 reporter cells, luciferase luminescence, 8 h. inhibition, % at 10 µM. AID 1159606. hit rate 2% among 360,000; in the data active = inhibition above about 50%
NR2E3 ag-1 = agonists of human nuclear receptor NR2E3; hit rate 0.12% among 320,000; AID 2300; inhibition of corepressor binding, % at 4.78 µM; Q9Y5X4; GST-NR2E3/biotin-RetCOR TR-FRET, 1536-well;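 active = percent inhibition above the cutoff of mean plus 3 SD of all tested compounds, set per screening campaign, cut at about 20% in these data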;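 also: 0% = DMSO wells and 100% = biotin wells as full block of FRET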
Target sequence (Q9Y5X4 whole entry, looked up): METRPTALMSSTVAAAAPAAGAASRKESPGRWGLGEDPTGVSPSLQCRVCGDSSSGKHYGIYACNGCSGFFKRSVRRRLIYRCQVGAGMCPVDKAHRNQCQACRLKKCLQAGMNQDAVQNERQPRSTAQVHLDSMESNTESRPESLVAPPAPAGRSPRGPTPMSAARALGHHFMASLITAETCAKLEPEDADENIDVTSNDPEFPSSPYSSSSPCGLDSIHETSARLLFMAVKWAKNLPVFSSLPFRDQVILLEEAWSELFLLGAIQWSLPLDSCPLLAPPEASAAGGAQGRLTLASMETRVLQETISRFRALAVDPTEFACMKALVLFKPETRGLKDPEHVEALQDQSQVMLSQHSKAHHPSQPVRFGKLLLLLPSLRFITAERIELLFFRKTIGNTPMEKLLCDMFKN
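Test system – NR2E3–RetCOR corepressor complex · Quantity – NR2E3 fusion 1.35 nM · Buffer or medium – Tris pH 7.5 · Incubation – Compound–protein incubation for 5 h at 4 °C · Technique – TR-FRET, Eu(K)-anti-GST donor, streptavidin-D2 acceptor, ex 340, em 617/671 nm · Evaluation – percent inhibition of 671/617 nm emission ratio versus biotin and DMSO controls · Plate – 1536-well format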
iPSC survival up = increases survival of single human iPS cells. hiPSC single-cell survival, ATPlite luminescence; 100% = ROCK inhibitor wells, 0% = DMSO. survival enhancement, % at 20 µM. hit rate 0.044% among 360,000. AID 602274; in the data active = survival enhancement above about 18%;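 also: cells exposed to compounds for 16 hours before the ATP read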
HIF-2a block = HIF-2a inhibition. 786-0 RCC cells HIF-2a reporter, luciferase luminescence, overnight. hit rate 0.72% among 360,000. inhibition, % at 18.8 µM;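 active = inhibition of the luminescence signal of 40% or more relative to plate controls, in a single-dose primary screen at 18.75 µM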
TRPM1 prom inh = reduces MITF-dependent TRPM1 promoter luciferase signal | hit rate 0.83% among 330,000 | inhibition, % at 12.5 µM | SK-MEL-5 TRPM1 promoter luciferase, 24 h;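 active = mean inhibition across replicates of 60% or more, whatever share of single replicates reaches that level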; also: values of inactives mirror those of a sister screen read the other way
aDG glyco act = increases alpha dystroglycan glycosylation; activation, % at 10 µM; Pro5-aDG cells, alpha-DG glycosylation AlphaScreen (IIH6); 0% Pro5, 100% B10-LARGE cell signal; AID 624168; hit rate 0.22% among 360,000;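 active = activation of at least 8% versus controls, or a plate z-score of at least 8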;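 also: Pro5 are CHO cells carrying HIG-tagged alpha-DG that lacks glycosylation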
NR2E3 ag-2 = agonists of human NR2E3 nuclear receptor | CHO-S Gal4-NCOR/VP16-NR2E3 two-hybrid, luciferase | hit rate 0.35% among 360,000 | AID 602229 | inhibition of corepressor binding, % at 3.98 µM;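 active = inhibition above the mean of all tested compounds plus 3 SD, cut at about 70% in these data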;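 also: 0% = DMSO with NR2E3 transfected cells and 100% = cells lacking NR2E3 construct; higher means lower luciferase signal from less NR2E3 corepressor binding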
Peg3 prom inh = reduces Peg3 promoter-driven luciferase expression in HeLa | HeLa PEG-Prom luciferase reporter, luminescence, overnight | inhibition, % at 20 µM | hit rate 1.7% among 360,000;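 active = inhibition of at least 50% at 20 µM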
CF NFkB block = inhibitors of cystic fibrosis induced NF-kB | KKLEB NF-kB-GFP reporter, PAF-induced, GFP fluorescence overnight | inhibition, % at 5 µM | hit rate 0.86% among 360,000;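 active = at least 50% inhibition at 5 µM, scaled per plate between neutral and stimulator controls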;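 also: PAF is a Pseudomonas aeruginosa culture filtrate used as stimulus; plate controls were PAF-stimulated DMSO wells for no effect and unstimulated DMSO wells for full effect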
KKLEB tox = counter-screen for CF NF-kB inhibitors: cytotoxicity. KKLEB CF airway cells viability, ATPlite luminescence, overnight; stronger effect = lower value; cells stimulated with P. aeruginosa culture filtrate. activity change (cytotoxicity), % at 5 µM. hit rate 0.36% among 360,000. AID 602141;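 active = corrected activity change at or below -50% at 5 µM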
An asterisk follows results filed as active; · = no result given.

SMILES | Shn3 3UTR inh | TWEAK-Fn14 inh | NR2E3 ag-1 | iPSC survival up | HIF-2a block | TRPM1 prom inh | aDG glyco act | NR2E3 ag-2 | Peg3 prom inh | CF NFkB block | KKLEB tox
CCCn1c(SCc2nc3sc(C)c(C)c3c(=O)[nH]2)nc2ccccc2c1=O | 31 | -6 | -2 | -0.7 | 15 | 11 | 1.4 | -1 | 27 | 2 | -14
CC(C)(C)c1cn(-c2ccccc2)c(=S)[nH]1 | 4 | 7 | 4 | 1.8 | -4 | 7 | 1.0 | -29 | 8 | 7 | -14
Cc1ccc(CNC(=O)c2ccc3c(=O)n4c(-c5ccc(C)cc5)csc4nc3c2)cc1 | 15 | -13 | 1 | -2.9 | 12 | 12 | 0.4 | 6 | -3 | 33 | -48
CC(=O)c1cccc(NC(=O)c2ccc(S(=O)(=O)N3CCCCC3)cc2)c1 | 6 | 1 | 0 | -0.3 | 7 | 6 | -0.1 | 4 | 27 | -6 | 2
COc1ccc(CN(C)C(=S)Nc2ccc(Cl)cc2Cl)cc1 | 14 | 6 | 9 | 1.9 | -13 | 4 | 0.2 | 7 | 0 | 23 | -8
CCOC(=O)N1CCC(N2CCN(Cc3ccccc3)C(CCO)C2)CC1 (stereo not drawn) | 7 | 9 | -1 | 0.2 | -1 | -5 | 0.8 | -3 | 6 | 5 | 7
O=[N+]([O-])c1cccc(-c2ccc(C(=S)N3CCN(c4ccccc4)CC3)o2)c1 | -2 | -17 | 4 | 2.0 | 5 | · | 0.1 | -17 | 8 | 9 | 3
Cc1ccc(NC(=O)C2C3CCCC2C3c2ccccc2)cc1C (stereo not drawn) | -12 | -8 | 2 | 1.1 | 5 | -1 | 0.2 | -12 | 14 | 0 | -18
O=C(CCN1CCN(c2ccccc2)CC1)Nc1ccccc1F | -1 | -17 | 1 | -3.7 | -24 | -4 | 0.2 | 10 | -12 | -16 | -5
CC1C(=O)N(Cc2ccccc2F)c2ccccc2N1C(=O)c1c(F)cccc1F (stereo not drawn) | 53 | 32 | 5 | -0.8 | 26 | 15 | 0.0 | -9 | 38 | -6 | -4
Cc1nc(C(=O)N(C)C)nn1-c1ccc([N+](=O)[O-])cc1 | 7 | -21 | 3 | 1.8 | 14 | 5 | 0.2 | -17 | -1 | -11 | 13
N#CCCn1c(O)c(N=NC(=O)CNC(=O)c2cccs2)c2ccccc21 | -6 | 26 | -1 | 1.7 | 21 | 8 | 0.1 | 2 | 11 | -6 | -9
Cc1ccc2cc(C#N)c(N3CCCN(C(=O)c4cnccn4)CC3)nc2c1 | -45 | 26 | 5 | -0.1 | 7 | 5 | 0.1 | -11 | 14 | -9 | -3
CC(=O)N1CCc2c(sc(NC(=O)c3ccc(S(=O)(=O)N(C)CC4CCCO4)cc3)c2C(N)=O)C1 (stereo not drawn) | 15 | 8 | · | 5.8 | 11 | · | 0.3 | -11 | 19 | 3 | -5
Fc1ccc(/C=N/NC(=S)Nc2cccnc2)cc1F | -11 | -13 | 0 | -0.2 | -52 | -12 | 0.4 | -42 | -24 | 21 | -3
Clc1ccc(N/N=C/c2ccncc2)cc1Cl | -81 | -31 | -5 | -0.3 | -341 | -52 | 2.1 | -41 | -213 | -14 | -3
O=C(N/N=C/C=C/c1ccccc1)c1ccc(Br)cc1 | 11 | -12 | 0 | -1.6 | -10 | -7 | 0.3 | -2 | 4 | -21 | -8
CCOC(=O)c1cccc(Nc2ncnc3ccccc23)c1 | 1 | 10 | 0 | 2.4 | -85 | -28 | 0.8 | 10 | -76 | 27 | -13
CCC1CCCCN1CC(O)COCc1cccc(OC)c1 (stereo not drawn) | 4 | 13 | -2 | -0.4 | 6 | 5 | 0.2 | -19 | 15 | 5 | -3
O=C(COC(=O)c1cc(=O)[nH]c2ccccc12)NC1CCCCC1 | -2 | 15 | · | 4.2 | 15 | 3 | -0.1 | -1 | 12 | 11 | 6

Ordered by value in HIF-2a block (lowest first): 4 from the list above
compound | Shn3 3UTR inh | TWEAK-Fn14 inh | NR2E3 ag-1 | HIF-2a block | TRPM1 prom inh | aDG glyco act | NR2E3 ag-2 | Peg3 prom inh | CF NFkB block
Clc1ccc(N/N=C/c2ccncc2)cc1Cl | -81 | -31 | -5 | -341 | -52 | 2.1 | -41 | -213 | -14
Fc1ccc(/C=N/NC(=S)Nc2cccnc2)cc1F | -11 | -13 | 0 | -52 | -12 | 0.4 | -42 | -24 | 21
Cc1ccc2cc(C#N)c(N3CCCN(C(=O)c4cnccn4)CC3)nc2c1 | -45 | 26 | 5 | 7 | 5 | 0.1 | -11 | 14 | -9
Cc1nc(C(=O)N(C)C)nn1-c1ccc([N+](=O)[O-])cc1 | 7 | -21 | 3 | 14 | 5 | 0.2 | -17 | -1 | -11

New compounds follow
SMILES | Shn3 3UTR inh | TWEAK-Fn14 inh | NR2E3 ag-1 | iPSC survival up | HIF-2a block | TRPM1 prom inh | aDG glyco act | NR2E3 ag-2 | Peg3 prom inh | CF NFkB block | KKLEB tox
Cc1ccc(C)c(S(=O)(=O)NNC(=O)c2sc(NS(=O)(=O)c3ccccc3)nc2C)c1 | -9 | -9 | 4 | -0.5 | 12 | -4 | -0.1 | 17 | -1 | 2 | 10
COc1nc(Oc2ccc(/C=N/O)cc2)nc(N(C)C)n1 | 8 | 2 | 1 | 0.9 | -2 | 8 | 0.0 | -15 | -5 | -10 | -11
CCOc1cc(/C=C(\C#N)C(=O)NCC2CCCO2)ccc1OCC(N)=O (stereo not drawn) | 9 | 7 | -2 | 3.2 | 1 | 7 | -0.1 | -35 | -2 | 6 | 0
CC(=O)c1cccc(NC(=O)CSc2nc(N3CCOCC3)nc(N3CCOCC3)n2)c1 | -13 | -12 | -2 | -0.6 | 16 | 12 | 0.0 | 17 | 25 | -11 | -2
COc1ccc(-c2cc3c(=O)n(CC(=O)NCCN4CCCC4)nc(C)n3n2)cc1 | -16 | -20 | 1 | -0.3 | -19 | -7 | 0.8 | -34 | -27 | 2 | -27
CCn1c(=O)c(=O)[nH]c2c(=O)oc3ccc(S(=O)(=O)Nc4ccc(OC)cc4)cc3c21 | 4 | 12 | 0 | 2.4 | 9 | 13 | 0.0 | -39 | -5 | 1 | 8
Cc1ccc(NC(=O)CSc2nnc(C3CC3)n2C)cc1S(=O)(=O)N1CCCCC1 | 21 | 3 | 5 | -0.9 | 17 | 2 | -0.1 | -16 | 17 | 3 | 10
CC1Nc2ccccc2C(=O)N1NS(=O)(=O)c1ccccc1 (stereo not drawn) | 14 | -11 | 5 | -0.2 | 22 | 0 | -0.3 | 7 | 4 | 16 | 0
COc1cccc(/C=C/C(=O)NNC(=O)c2ccncc2)c1OC | -22 | 6 | 4 | -0.5 | -15 | -14 | 0.1 | 1 | -8 | 7 | 4
CC(C)[C@H](NC(=O)c1ccccc1)C(=O)OCC(=O)NCc1ccc2c(c1)OCO2 | 3 | -11 | · | -1.2 | 15 | -5 | -0.1 | -5 | 13 | 14 | -3
COC(=O)c1ccc(CN2CCC(CO)(CCOc3ccccc3)CC2)cc1 | 2 | 3 | 3 | 0.4 | 7 | 9 | 0.1 | -3 | -4 | 7 | -7
Cc1ccc(N(CC(=O)Nc2ccc3c(c2)OCCO3)S(C)(=O)=O)cc1 | -16 | 19 | 7 | -0.7 | -103 | -45 | 0.0 | -41 | -72 | 0 | 8
COc1cccc(OC2(C)CCN(Cc3ccc(-c4ccccn4)cc3)C2)c1 (stereo not drawn) | 8 | -9 | · | -2.8 | -17 | · | -0.2 | 15 | -16 | 7 | -10
Clc1ccc(Cn2cccn2)cn1 | -15 | 10 | 7 | 2.0 | 12 | -5 | -0.2 | -4 | 3 | -6 | 10
CC(=O)Nc1cc(Br)ccc1O | -17 | 2 | -4 | 0.5 | 13 | 3 | 0.0 | -6 | 4 | 6 | -7
CC1(C(=O)NS(=O)(=O)c2ccccc2C(F)(F)F)CCN1C(=O)CC1CCCC1 (stereo not drawn) | 3 | 2 | · | -1.8 | 5 | · | -0.3 | -9 | 11 | 9 | -7
CCc1nnc(NS(=O)(=O)c2ccc(NC(=O)Nc3ccc(OC)cc3)cc2)s1 | 16 | 2 | 7 | -0.4 | 7 | 6 | 0.1 | 14 | 9 | -23 | -2
CC(=O)c1c[nH]c(C(=O)NCc2cccc(C(F)(F)F)c2)c1 | -26 | 14 | -2 | -0.3 | 6 | 6 | 0.0 | -8 | 5 | -12 | 3
COc1ccccc1C(=O)NC(=O)COC(=O)CCS(=O)(=O)c1ccc(C)cc1 | -15 | 3 | -3 | 0.1 | -1 | -1 | 0.3 | 13 | 15 | -5 | 17
O=C(CCCCC(=O)Nc1ccc(F)cc1F)Nc1ccc(F)cc1F | -5 | -7 | 0 | 1.0 | 7 | -5 | 0.0 | 23 | 15 | 10 | -6
O=C(CC1CC2CCC1C2)N1CCN(S(=O)(=O)c2ccccc2F)CC1 (stereo not drawn) | 2 | -8 | 4 | -0.4 | -3 | 0 | 0.1 | -10 | 5 | 39 | -6
NC(=S)N=Nc1c(O)[nH]c2ccccc12 | -4 | 2 | -8 | 0.4 | -4 | -1 | 0.2 | 10 | 14 | 2 | 4
O=C1c2ccccc2NC(c2ccccc2Cl)N1N=C1CCCCCC1 (stereo not drawn) | -77 | -4 | 2 | -2.0 | -91 | -72 | 0.0 | -54 | -260 | -20 | 9
CCC(=O)Nc1cc(-c2nn(CC(=O)N3CCCCC3)c(=O)c3ccccc23)ccc1N1CCOCC1 | -3 | 0 | -2 | -0.4 | 15 | -17 | 1.4 | -13 | 8 | -7 | -5
N/C(=N/O)c1nc(N2CCCC2)nc(N(c2ccccc2)c2ccccc2)n1 | -18 | 7 | 0 | -1.0 | 31 | 8 | -0.2 | -50 | 27 | 5 | -4
CN(CC(=O)NC1CCN(Cc2ccccc2)CC1)S(=O)(=O)c1ccc(Cl)s1 | 6 | 2 | 0 | -0.7 | -4 | 4 | 0.5 | 24 | 9 | 11 | 5
Cc1cc(C)cc(C(O)c2ncc(-c3ccc(Cl)cc3)[nH]2)c1 (stereo not drawn) | -29 | 10 | · | -0.9 | 21 | · | 0.6 | 10 | 16 | 18 | -7

Three structures from above, sorted by molar mass, highest first.
SMILES | Shn3 3UTR inh | TWEAK-Fn14 inh | NR2E3 ag-1 | iPSC survival up | HIF-2a block | TRPM1 prom inh | aDG glyco act | NR2E3 ag-2 | Peg3 prom inh | CF NFkB block | KKLEB tox
CN(CC(=O)NC1CCN(Cc2ccccc2)CC1)S(=O)(=O)c1ccc(Cl)s1 | 6 | 2 | 0 | -0.7 | -4 | 4 | 0.5 | 24 | 9 | 11 | 5
O=C1c2ccccc2NC(c2ccccc2Cl)N1N=C1CCCCCC1 (stereo not drawn) | -77 | -4 | 2 | -2.0 | -91 | -72 | 0.0 | -54 | -260 | -20 | 9
Cc1cc(C)cc(C(O)c2ncc(-c3ccc(Cl)cc3)[nH]2)c1 (stereo not drawn) | -29 | 10 | · | -0.9 | 21 | · | 0.6 | 10 | 16 | 18 | -7
